# S2 tox = reduces viability in counter-screen for ATXN expression inhibitors. S2 cells (HEK-293 line with an ATXN2-luciferase reporter) viability, CellTiter-Fluor protease fluorescence, 24 h. Potency, µM (doses to about 56.7 µM), hits mostly cytotoxic. actives 0.49% (n = 400,000); further: potency means the concentration at half of the fitted maximal effect; nearly all actives have a fitted effect of over 40% in size
# Nrf2 ARE act = activators of Nrf2 (ARE) signaling; Potency, µM (titrated, usually from 46.1 µM), without a hit: at the highest dose activation, most hits filed as activators; AID 624171; actives 0.31% (n = 410,000); AREc32 ARE-luciferase reporter (MCF7-derived line), luminescence, 24 h; further: potency means the concentration at half of the fitted maximal effect; % of control where 0% means no effect; nearly all actives have a fitted effect of over 65% in size
#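 AREc32 cells carrying an ARE-driven firefly luciferase reporter were seeded at 1000 cells/well in OPTI-MEM with 5% FBS, then exposed to compound for 24 hr at 37 deg C. Luminescence was read with Steady-Glo after 30 min at RT.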
# Nrf2 block = blocks Nrf2 signaling; actives 2.1% (n = 360,000); A549 ARE-Fluc reporter, luciferase luminescence, 18-24 h; Potency, µM (doses to about 46 µM), without a hit: at the highest dose activity change, negative = inhibition, actives largely listed as inhibitors; further: potency means the concentration at half of the fitted maximal effect; on the % scale 0 is the no-effect control and ±100 the full control effect; nearly all actives have a fitted effect of over 60% in size
#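 A549 ARE_Fluc cells (5000/well, 5% FBS OPTI-MEM) pre-incubated 2 h, then treated with compounds 18-24 h at 37C/5% CO2 in concentration-response. CellTiter-Fluor viability read first; BugLite luciferase luminescence after 15 min at room temperature gives Nrf2 activity.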
# TGFb SMAD3 inh = inhibitors of TGF-b signaling. AID 588855. Potency, µM (doses to about 46.1 µM), without a hit: at the highest dose activity, negative = inhibition, most hits filed as inhibitors. actives 1.2% (n = 410,000). HepG2 CAGA-GFP TGF-b/SMAD3 reporter, GFP fluorescence, 18 h; TGF-beta stimulated, 500 pg/mL final; further: potency means the concentration at half of the fitted maximal effect; on the % scale 0 is the no-effect control and ±100 the full control effect; nearly all actives have a fitted effect of over 65% in size
#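 GFP signal (ex488/em500-530) from TGF-beta-stimulated HEPG2 CAGA-GFP cells, 500 pg/mL final, 18 h at 37 degrees C in DMEM plus 1% FBS, normalized to unstimulated and DMSO-stimulated controls.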
# CCT modulator = modulators of cytosolic chaperonin (CCT/TRiC) activity | purified chaperonin ATPase assay, HTRF ADP detection, 30 min | actives 0.3% (n = 360,000) | activity change, % (concentration not given with the values), hits read low; in the data active means activity change below about -30%; further: on the % scale 0 is the no-effect control and ±100 the full control effect
#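 Enzyme 40 or 20 nM (batch-dependent) in Tris pH 7.4/KCl/MgCl2/DTT; cpd 76 uM single point; ATP 10 uM; 30 min 37 °C; Transcreener ADP HTRF detection, 30 min RT; ratio 665/615.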
# HepG2 viability = HepG2 cytotoxicity, counter-screen for TGF-b inhibitors | HepG2 CAGA-GFP viability, ATP luminescence, 18 h | Potency, µM (series often up to 46.1 µM), for the others: at the top dose activity change, negative = cytotoxicity, hits mostly cytotoxic | actives 0.76% (n = 410,000) | AID 588856; further: potency means the concentration at half of the fitted maximal effect; some results filed as inactive show a strong effect at the top dose
#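 HepG2 CAGA-GFP cells (1000/well, DMEM with 1% FBS) received compound, then TGF-beta at 500 pg/mL final, and were incubated 18 hours at 37 degrees C. Viability was read by CellTiter-Glo luminescence. Media-only wells were set as complete cell-killing and DMSO as no toxicity.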
# A549 tox = kills or reduces viability of A549 cells in Nrf2 counter-screen. A549 ARE-Fluc cells, CellTiter-Fluor viability, 18-24 h. Potency, µM (doses to about 46 µM), for inactives: top-dose activity change, negative = cytotoxicity, actives largely listed as inhibitors. actives 0.16% (n = 390,000); further: potency means the concentration at half of the fitted maximal effect; on the % scale 0 is the no-effect control and ±100 the full control effect
#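 Cytotoxicity counterscreen: CellTiter-Fluor fluorescence was measured in A549 ARE_Fluc cells after 18-24 h of compound exposure in a concentration series. The subsequent BugLite luminescent read reports ARE-luciferase activity.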
# Akt phos inh = Akt phosphorylation inhibition | Neuro2A IGF-stimulated pAkt S473 HTRF, 20 min; stronger effect = lower value | activity change, % for hits at 50 µM | actives 0.32% (n = 360,000) | AID 651550; in the data active means activity change below about -80%; inconclusive means mostly about -51% to -80%; further: on the % scale 0 is the no-effect control and ±100 the full control effect
#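 Neuro2A cells (4,500/well, DMEM with 0.5% FBS) were treated with compound at a single 50 µM final concentration, stimulated with 6 nM IGF for 20 min at 37 °C, and lysed. Phospho-Akt Ser473 was read by HTRF as 665/615 ratio ×10^4.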
# Mm-Cpn inhibitor = blocks the Methanococcus maripaludis chaperonin Mm-Cpn | purified Mm-Cpn ATPase, ADP Transcreener TR-FRET | Potency, µM (top dose mostly 76.9 µM), for the others: top-dose activity, negative = inhibition, actives largely listed as inhibitors | actives 0.031% (n = 330,000); further: potency means the concentration at half of the fitted maximal effect; on the % scale 0 is the no-effect control and ±100 the full control effect; nearly all actives have a fitted effect of over 80% in size
#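 Purified archaeal Mm-CPN (25nM final) preincubated 10 min at 37degC with compound, then 10uM ATP for 30 min at 37degC; ADP measured by HTRF Transcreener TR-FRET; buffer 30 mM TRIS pH 7.4, 100mM KCl, 5mM MgCl2, 1mM DTT.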
# The depositor's hits bear a star; i = inactive; ? = inconclusive; . = not tested or not shown; [ ] = another dose, or the depositor's remark. Unless noted, the call rests on the fitted dose curve; in most records, active means well fitted curve in the direction sought with a large enough effect; inconclusive means small, poorly fitted or top-dose-only effect, or another doubt; inactive means no such curve, though single readings can be large; an effect the other way counts as inactive or inconclusive.
structure | Nrf2 block | Nrf2 ARE act | Mm-Cpn inhibitor | Akt phos inh | A549 tox | S2 tox | TGFb SMAD3 inh | CCT modulator | HepG2 viability
CS(=O)(=O)Nc1ccc(C(=O)NCCSCc2ccco2)cc1 | . | 10% | 1% | i | -8% | i | -1% | 3.4 | -3%
FC(F)(F)Oc1ccc(NC(=S)NCc2ccccc2)cc1 | ? | 0.4% | 1% | i | -9% | i | ? | -2.7 | -45%
O=C1NCCCC2c3c(cc(Br)c(O)c3Br)OC12N1CCCCC1 (stereo not drawn) | 5% | 5.3% | -3% | i | -1% | i | -5% | 0.0 | 0%
C=CCOc1cccc(/C=N/NC(=O)C(OC)c2ccccc2)c1 (stereo not drawn) | 20% | 4.6% | 3% | i | 7% | i | 15% | 0.3 | 7%
Cc1cccc(N2C(=O)CC(N(C(=O)c3ccco3)c3cccc(C)c3)C2=O)c1 (stereo not drawn) | 6% | 0.3% | 1% | i | 1% | i | 1% | 0.1 | 2%
COc1ccc(CNC(=O)CCC(=O)n2ncc3cc(C)ccc32)cc1 | 9% | -0.5% | 0% | i | 8% | i | 9% | -2.1 | -8%
COc1cc([N+](=O)[O-])ccc1NC(=O)CCN1C(=O)C2C3CCC(C3)C2C1=O (stereo not drawn) | 19% | -0.2% | -18% | i | -7% | i | -8% | -0.1 | 6%
CCc1ccc(-n2c(=O)c3c4c(sc3n(Cc3ccc(C)cc3)c2=O)CCC4)cc1 | 19% | -1.1% | . | . | -3% | i | 4% | . | 0%
CC(C)c1nn2c(=O)cc(COC(=O)c3ccco3)nc2s1 | 14% | 7.7% | . | . | 5% | i | -8% | . | -1%
CCOC(=O)CSc1cc(C)nc(N)n1 | 20% | -0.2% | 1% | i | -5% | i | 1% | -2.4 | 6%
NC(=O)c1ccccc1NCC(=O)c1ccc(Cl)cc1 | 3% | 0.2% | 0% | i | 1% | i | -9% | 1.3 | -2%
COc1ccc(N2CCN(CCNC(=O)CCCn3c(=O)[nH]c4cc(Cl)ccc4c3=O)CC2)cc1 | . | -0.3% | -1% | i | ? | i | -8% | 0.2 | 3%
O=c1[nH][nH]c2c1[C@H](CCc1cccc(Cl)c1)O[C@H](C1CC1)C2 | . | -0.5% | . | i | . | ? | . | 1.2 | .
COc1cccc(NC(=O)CN(C)C(=O)c2ccc3c(c2)C(=O)N(CCC(C)C)C3=O)c1 | -21% | -0.7% | 1% | i | -5% | i | -20% | -0.5 | -25%
O=c1oc(-c2ccccc2NS(=O)(=O)c2ccc(F)cc2)nc2ccccc12 | -3% | 2.2% | -1% | i | -1% | i | -14% | 2.3 | 3%
COCCN(C(=O)CNC(=O)c1cccs1)C(C(=O)NC1CCCCC1)c1ccco1 (stereo not drawn) | 8% | 0.4% | -1% | i | 0% | i | 1% | 1.2 | -6%
COc1ccc(C(NC(C)=O)c2ccc3cccnc3c2O)c(OC)c1 (stereo not drawn) | . | 3.4% | 2% | i | ? | ? | -13% | -0.1 | -7%
Cc1cc(NS(=O)(=O)c2ccc(NC(=O)CCCC(=O)O)cc2)nc(C)n1 | 4% | 4.5% | -1% | i | -4% | i | -7% | 1.3 | -16%
CCOc1ccc(CNCCCSc2ncccn2)cc1 | 4% | -1.1%[9.22 µM] | 3% | i | 2% | i | 15% | 1.4 | 1%
CC(C)[C@H](NC(=O)c1ccco1)C(=O)OCC(=O)Nc1cccc(F)c1 | ? | 0.5% | -1% | i | 7% | i | -2% | -0.8 | 16%
O=C(OCc1nc2scc(-c3ccccc3)c2c(=O)[nH]1)c1cc(Cl)ccc1[N+](=O)[O-] | -7% | 20% | -1% | i | -1% | . | ? | 1.0 | -39%
S=C(NCCc1ccccc1)N1CCN(Cc2ccc(Cl)c(Cl)c2)CC1 | ? | -0.3% | 1% | i | 11% | i | -3% | 1.0 | -23%
COc1ccc(C(C)C)cc1S(=O)(=O)Nc1cccnc1 | . | -0.3% | . | i | . | i | -11% | 1.0 | -14%
CC(C)CCNC(=O)CNC(=O)c1cccs1 | 3% | 0.3% | 2% | i | 7% | i | 6% | 0.0 | -1%

# Single entries from the entries so far:
# Nrf2 block, `CCOc1ccc(CNCCCSc2ncccn2)cc1` stands at 4%
# TGFb SMAD3 inh, `COc1ccc(C(C)C)cc1S(=O)(=O)Nc1cccnc1` stands at -11%
# Nrf2 ARE act, `CC(C)[C@H](NC(=O)c1ccco1)C(=O)OCC(=O)Nc1cccc(F)c1` stands at 0.5%
# HepG2 viability, `S=C(NCCc1ccccc1)N1CCN(Cc2ccc(Cl)c(Cl)c2)CC1` stands at -23%
# Mm-Cpn inhibitor, `CC(C)CCNC(=O)CNC(=O)c1cccs1` stands at 2%
# CCT modulator, `O=C(OCc1nc2scc(-c3ccccc3)c2c(=O)[nH]1)c1cc(Cl)ccc1[N+](=O)[O-]` stands at 1.0

# More entries
structure | Nrf2 block | Nrf2 ARE act | Mm-Cpn inhibitor | Akt phos inh | A549 tox | S2 tox | TGFb SMAD3 inh | CCT modulator | HepG2 viability
CCCC1(C(=O)O)NC(c2ccccc2O)C2C(=O)N(c3cccc(Cl)c3)C(=O)C21 (stereo not drawn) | 1% | -0.4% | -2% | i | 0% | i | 6% | 0.0 | 24%
COc1ccccc1CN(Cc1cc2c(C)ccc(C)c2[nH]c1=O)Cc1nnnn1Cc1ccco1 | ? | -0.2% | -1% | i | -21% | ? | 8% | -3.9 | 10%
NC(=O)c1ccsc1NC(=O)CN1C(=O)NC2(CCCC2)C1=O | 6% | 0.3% | -2% | i | 0% | i | 1% | -0.1 | 15%
CCc1nnc(SCc2ccc([N+](=O)[O-])cc2)nc1CC | -19% | 5.3% | . | i | ? | i | 0% | -3.6 | -1%
Cc1ccccc1C(C(=O)NC1CCCCC1)N(C(=O)CNC(=O)c1ccco1)c1cccnc1 (stereo not drawn) | -25% | -0.5% | -3% | i | -9% | i | -2% | -2.3 | 3%
COc1ccc(C(=O)C[n+]2ccc(-c3nnc4n3CCC4)cc2)cc1 | 11% | -0.4% | 1% | i | 1% | i | -4% | -2.3 | 1%
Fc1ccc(-n2ncc3c(Nc4ccc(Oc5ccc(Cl)cc5)cc4)ncnc32)cc1 | . | 0.3% | . | . | -15% | i | 4% | . | -13%
COc1ccc(S(=O)(=O)N2CCCCCC2)cc1C(=O)Nc1cc(C)ccn1 | 12% | 2.9% | 3% | i | -1% | i | 0% | 1.3 | -27%
COc1cccc(/C=N/Nc2ccccc2C(=O)O)c1O | ? | 0.4% | -1% | i | 2% | i | -4% | -3.1 | -32%
COc1ccc(OC)c(S(=O)(=O)N2CCN(C34CC5CC(CC(C5)C3)C4)CC2)c1 | 6% | 0.6% | 1% | i | -8% | i | ? | -1.3 | -20%
COc1cccc(NC(=O)c2cccc(C(=O)Nc3cccc(OC)c3)n2)c1 | 8% | 0.1% | 2% | i | -4% | i | 3% | 1.2 | 20%
CC1CCCCN1C(=O)c1ccc(C(=O)N2CCCCC2C)cc1 (stereo not drawn) | . | -0.5% | 0% | i | 3% | i | -1% | 0.8 | -3%
CC1CC(C)CN(C(=O)COC(=O)c2ccc(N3CCCC3=O)cc2)C1 (stereo not drawn) | -3% | -0.5% | 0% | i | 1% | i | 0% | -0.4 | -3%
O=C1CCC(Cc2ccccc2)N1 (stereo not drawn) | 0% | 0.0% | 1% | i | -3% | i | 17% | -3.0 | 2%
Cc1cccc(NC(=O)c2ccc(CN3CCc4ccccc4C3)cc2)c1C | ? | 0.2% | 0% | i | -11% | i | -15% | -4.1 | -15%
CCCc1cc(C(=O)NCC(C)C)no1 | ? | 2.7% | 1% | i | ? | i | -9% | -0.4 | -12%
CCOc1cccc2cc(C(=O)NCc3ccc(F)cc3)c(=N)oc12 | -2% | -0.4% | 0% | i | 0% | i | 1% | 0.4 | 4%
CC(=O)c1ccc(NS(=O)(=O)c2ccc(C)cc2)cc1 | -11% | 6.8% | 0% | i | -4% | i | 3% | -0.5 | -4%
CC1CCCN(CCSc2ccc(Cl)cc2)C1 (stereo not drawn) | 0% | -0.9% | -2% | i | 3% | i | 0% | -0.6 | -31%
CC(C)c1ccc(/C=C2\CC/C(=C\C=N\N(C)C)C2=O)cc1 | 5% | -0.4% | 0% | i | -3% | i | 5% | -0.4 | 3%
Cc1ccc2c(c1)N(CCCC(=O)NCC1COc3ccccc3O1)C(=O)CO2 (stereo not drawn) | -21% | -0.8% | 0% | i | -7% | i | -19% | -1.7 | -11%
COc1ccc(-c2cnc(N)nc2-c2ccc(OCc3ccccc3)cc2O)cc1 | ? | -1.0% | -2% | i | ? | i | 13µM* | -1.8 | -29%
Cc1cccc(-c2nnc(SCC(=O)NC3CCCC3)o2)c1 | ? | -0.3% | 2% | i | 1% | i | -3% | -2.1 | 21%
O=C(NCCc1ccc(Cl)cc1)c1ccc2c(c1)OCO2 | ? | 0.1% | -9% | i | -15% | i | 1% | -2.0 | 0%
CCOC(=O)C1CCCN(Cc2cc(Br)ccc2OC)C1 (stereo not drawn) | 7% | 0.4% | ? | i | -4% | i | 0% | -1.5 | -19%
COc1cc(C(=O)OCC(=O)Nc2ccc(S(=O)(=O)N3CCCC3)cc2)cc(OC)c1OC | 0% | 5.3% | 0% | i | 10% | i | 21% | 0.4 | 4%

# Some entries already given with just CCT modulator.
SMILES | CCT modulator
COc1ccc(S(=O)(=O)N2CCCCCC2)cc1C(=O)Nc1cc(C)ccn1 | 1.3
COc1cccc(/C=N/Nc2ccccc2C(=O)O)c1O | -3.1
COc1ccc(OC)c(S(=O)(=O)N2CCN(C34CC5CC(CC(C5)C3)C4)CC2)c1 | -1.3
